# Compound activity from PubChem BioAssay.
# Pyk2 oligo antag: antagonists of Pyk2 self-association, primary screen, Q293 cells, FERM NanoBiT luminescence, HTS; Protein-tyrosine kinase 2-beta (Homo sapiens), Q14289; hits give low values; z-score (the deposit names both 25 µM and 10 µM); hit rate 0.83% among 99,000; AID 1347419, 2020;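 active means Z-score of -3 or lower, scaled per plate to the spread of control and sample wells; inactive means z-score above -3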;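 further: negative z-score means lost luminescence so less FERM oligomerization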
# HUVEC tox IL1B: cytotoxicity in IL-1B stimulated HUVEC, primary screen, cytotoxicity control for IL-1B NFkB translocation project, imaging, Hoechst nuclear count, IL-1B stimulus; HUVEC cell count loss; cell count reduction, % at 2 µM; hit rate 0.41% among 94,000;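 active means cell count reduction more than 3 SD above the screen-wide mean, cut at about 70% in these data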;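 further: normalized per plate to untreated control cells as the no-loss baseline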
# HUVEC tox TNFa: cytotoxicity in TNFa-stimulated HUVEC, primary screen, cytotoxicity control for VCAM1 expression modulator project, imaging, Hoechst nuclei count. AID 848, 2007. cell count reduction, % at 2 µM. HUVEC TNFalpha-stimulated, Hoechst cell count. hit rate 0.17% among 93,000;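 active means cell count reduction exceeding the screen mean by over 5 SD, scaled to untreated wells per plate, cut at about 78% in these data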;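 further: cells counted after 24 h of TNF alpha exposure following the 1 h pretreatment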
# VCAM1 TNFa inh: inhibitors of TNFa-induced VCAM1 expression, primary screen, imaging, HUVEC, TNFa stimulus, immunofluorescence; hit rate 0.48% among 95,000; AID 802, 2007; HUVEC TNFa-induced VCAM-1 immunofluorescence, high-content imaging; inhibition, % at 2 µM;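 active means inhibition above the batch mean plus 3 SD, with images confirmed as a hit by eye, cut at about 37% in these data; inconclusive means inhibition above that limit but hit not confirmed in images; inactive means inhibition not above that limit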;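 further: 0% = TNF-stimulated DMSO wells and 100% = unstimulated control wells; not every result past the cut was called active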
# LYP inh 2: PTPN22 phosphatase inhibitors, primary screen, biochemical, DiFMUP fluorescence, 2 µM; inhibition, % at 2 µM; recombinant LYP catalytic domain; hit rate 0.21% among 96,000;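 active means inhibition at 2 µM at or above a set limit, the screen mean plus 3 SD, cut at about 24% in these data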;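 further: 0% = DMSO with enzyme and 100% = enzyme fully blocked by orthovanadate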
# F-actin modifier: modifiers of F-actin cytoskeleton organization, primary screen, imaging, HUVEC, phalloidin staining, high-content imaging; HUVEC TNFa F-actin phalloidin imaging; hit rate 0.18% among 91,000; inhibition, % at 2 µM; AID 836, 2007;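 active means inhibition above the batch mean plus 3 SD and confirmed as a hit by visual image inspection, cut at about 30% in these data, passing the limit was not always enough; inconclusive means above the inhibition threshold but rejected on visual inspection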; further: strong numbers were not always called active
# FAK inh: FAK kinase inhibitors, primary screen, biochemical; Focal adhesion kinase 1 (Homo sapiens), Q05397; biochemical FAK kinase activity assay; inhibition, %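 (tested at 7 µM)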; hit rate 0.84% among 97,000; AID 727, 2007; in the data active means inhibition above about 19%;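 further: 0% = DMSO and 100% = reference compound high control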
# Target sequence (Q05397 whole entry, looked up): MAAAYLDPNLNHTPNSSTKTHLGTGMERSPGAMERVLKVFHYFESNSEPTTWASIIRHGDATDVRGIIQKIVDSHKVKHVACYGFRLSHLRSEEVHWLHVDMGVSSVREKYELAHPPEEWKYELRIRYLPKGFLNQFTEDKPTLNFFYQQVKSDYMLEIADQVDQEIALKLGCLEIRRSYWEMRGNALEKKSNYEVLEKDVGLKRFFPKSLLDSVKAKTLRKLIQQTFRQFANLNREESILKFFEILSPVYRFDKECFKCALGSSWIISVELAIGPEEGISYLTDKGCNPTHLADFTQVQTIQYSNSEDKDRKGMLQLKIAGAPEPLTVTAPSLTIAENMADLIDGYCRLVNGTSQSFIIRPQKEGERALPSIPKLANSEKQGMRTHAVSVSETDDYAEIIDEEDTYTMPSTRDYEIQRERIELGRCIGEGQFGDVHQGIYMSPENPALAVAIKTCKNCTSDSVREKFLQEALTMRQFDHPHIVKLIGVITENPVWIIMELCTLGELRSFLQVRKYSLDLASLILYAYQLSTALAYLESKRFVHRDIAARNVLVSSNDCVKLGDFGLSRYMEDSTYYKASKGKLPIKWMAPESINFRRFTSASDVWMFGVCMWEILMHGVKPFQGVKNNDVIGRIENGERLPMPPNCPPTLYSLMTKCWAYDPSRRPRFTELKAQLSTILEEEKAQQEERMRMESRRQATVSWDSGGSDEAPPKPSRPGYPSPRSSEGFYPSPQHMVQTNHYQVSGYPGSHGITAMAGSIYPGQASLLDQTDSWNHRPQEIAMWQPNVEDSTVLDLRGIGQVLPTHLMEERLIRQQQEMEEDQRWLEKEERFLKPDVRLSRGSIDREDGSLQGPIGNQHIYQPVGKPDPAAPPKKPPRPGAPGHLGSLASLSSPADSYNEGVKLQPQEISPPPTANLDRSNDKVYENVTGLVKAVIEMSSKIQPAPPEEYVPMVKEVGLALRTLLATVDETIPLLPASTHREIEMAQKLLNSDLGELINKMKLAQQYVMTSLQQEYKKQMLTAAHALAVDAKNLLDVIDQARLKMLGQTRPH
# ERa SRC1 inh: ERα–SRC-1 coactivator interaction inhibitors, primary screen, biochemical, TR-FRET, ERα LBD, estradiol-bound | Estrogen receptor (Homo sapiens), P03372 | inhibition, % at 25.6 µM | AID 629, 2007 | hit rate 1.7% among 86,000 | TR-FRET ER-alpha LBD / SRC-1 peptide; in the data active means inhibition above about 50%;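 further: 0% = receptor plus peptide control and 100% = peptide only without receptor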
# PTPN22 act: LYP phosphatase activators, primary screen, biochemical, DiFMUP fluorescence, 2 µM; Tyrosine-protein phosphatase non-receptor type 22 (Homo sapiens), Q9Y2R2; recombinant LYP; 0 = plate median, 100 = signal doubled; activation, % at 2 µM; hit rate 0.11% among 96,000; AID 697, 2007;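 active means activation at 2 µM above a set limit, the mean plus 5 SD, cut at about 37% in these data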
# An asterisk follows results filed as active; ? = inconclusive; · = no result given; [ ] = remark or other dose.
SMILES,Pyk2 oligo antag,HUVEC tox IL1B,HUVEC tox TNFa,VCAM1 TNFa inh,LYP inh 2,F-actin modifier,FAK inh,ERa SRC1 inh,PTPN22 act
CCOc1ccc(-c2nnc(NC(=O)c3ccc(OCC(C)C)c(OC)c3)o2)cc1,-0.14,-25,0,-50,-1,-17,1,40[fluorescence artefact?],-1
CN(C)CC(O)COc1ccc(C(C)(C)c2ccc(OCC(O)CN(C)C)cc2)cc1 (configuration not stated),1.3,8,-5,63,1,-1,-2,·,-3
CC1=CC(c2ccc(Cl)cc2)n2nc(N3C(=O)CCC3=O)nc2N1 (configuration not stated),-0.46,-26,·,·,-3,·,2,-32[fluorescence artefact?],2
O=C(COc1ccccc1Cl)N1CCCC1,0.11,3,-2,-13,-7,-12,-1,2,3
CCOC(=O)c1cccc(NC(=O)Cn2c(CC(=O)NC)nc3ccccc32)c1,0.85,5,-44,-11,3,8,-2,-3[fluorescence artefact?],-2
O=C(Nc1ccc(Cl)cc1)N1CCC(c2nc(-c3ccc(F)cc3)no2)CC1,-0.66,21,-13,6,6,-4,-3,1,-6
Cc1c(C(=O)Oc2ccc(-c3cnc4ccccc4n3)cc2)cccc1[N+](=O)[O-],-0.51,-25,-18,-24,2,-7,-3,·,-5
CCOc1ccc(N2C(=O)C3C4C=CC(CC4)C3C2=O)c([N+](=O)[O-])c1 (configuration not stated),-0.06,-33,-6,12,-7,6,-4,·,10
O=C(c1ccc(Cl)cc1)c1oc2ccccc2c1CS(=O)c1ccccc1 (configuration not stated),-0.82,-69,-2,-5,-6,-12,7,·,8
Cc1ccnc(NC(=O)CCC(=O)N(CC(=O)NC(C)(C)C)C2CCCC2)c1,-0.02,21,12,-5,-1,-10,2,-6,-2
COc1ccc(C)cc1S(=O)(=O)Nc1cccc(Cl)c1,-1.5,-24,-7,17,-4,3,3,1,3
COC(=O)c1cccc(NC(=O)c2ccco2)c1,-0.56,-7,-27,16,5,12,1,-8,-5
Clc1cccc(Cl)c1CNC1CCCC1,0.26,-4,4,5,-25,-7,0,·,26
O=C(Oc1cccc2cccnc12)c1ccc(Br)o1,-0.42,15,0,7,-6,-10,0,-9,6
c1ccc(C2=NCCCN2)cc1,0.2,-11,-7,-4,0,35,-2,10,-3
O=C(Nc1cc(C(F)(F)F)ccc1-n1cncn1)c1ccc(-c2ccccc2)cc1,-1.1,-7,-39,0,1,-3,-1,1,0
CN(C(=O)COc1cc(=O)n(C)c2ccccc12)c1ccc(Br)cc1,·,-6,-15,0,6,24,-1,23,-7
CSCCC(NC(=O)c1ccc(C)o1)C(=O)O (configuration not stated),0.78,-8,-4,2,-11,-32,-4,-1,10
Cc1cc(C)n(C(=O)CNc2ccccc2Cl)n1,-0.29,-31,3,-17,-3,-4,1,6[fluorescence artefact?],1
C/C=C(\C)CN1CCc2cc(OC)c(OC)cc2C1,-0.83,12,3,2,-3,-1,-1,-4,-2
COC(=O)C(CC(C)C)NC(=O)c1ccc([N+](=O)[O-])cc1 (configuration not stated),0.02,-4,-4,-34,0,0,4,·,5
C(#Cc1ccccc1)Cn1nnc2ccccc21,-0.19,1,4,25,2,9,2,-3,1
CCOC(=O)c1c(C)[nH]c(O)c1C=Nc1ccc(Cl)cc1,1.3,-35,13,-12,15,-38,14,·,-12
CC1(C)Cc2nc3oc4c(N5CCOCC5)ncnc4c3cc2CO1,0.16,8,-4,6,6,-4,7,·,-2
Cc1ccc2nc(-c3cccnc3)oc2c1,0.37,-8,-21,6,-6,6,6,1,3
# The list continues:
SMILES,Pyk2 oligo antag,HUVEC tox IL1B,HUVEC tox TNFa,VCAM1 TNFa inh,LYP inh 2,F-actin modifier,FAK inh,ERa SRC1 inh,PTPN22 act
CCOc1ccc2[nH]c(=O)c(=O)[nH]c2c1,-0.49,6,10,49,-22,-26,5,52*[fluorescence artefact?],16
CSc1ccc(CN2CCC(O)CC2)cc1,·,1,-22,4,7,31,1,-9,-4
CCc1nc(SCC(=O)Nc2ccccc2C(=O)OC)n[nH]1,1.5,-23,-23,5,-6,23,0,-1,4
Cn1c(=N)n(CC(=O)C(C)(C)C)c2ccccc21,0,-13,-39,-5,3,18,1,-5[fluorescence artefact?],-5
CCN1CCCC1Cn1cnc2c([nH]c3cccc(Cl)c32)c1=O (configuration not stated),0.58,-11,-55,18,2,12,-4,0,-5
COc1cccc(-c2nnc3n2N=C(c2cc(OC)ccc2OC)CS3)c1,-1.8,8,2,4,11,1,1,·,-8
COc1ccccc1NC(=O)CSc1nnc(C)n1CCc1ccccc1,0.67,-10,-4,19,-5,9,0,-2,2
CCN=C1SC(C(=O)Nc2ccccc2)CC(=O)N1CC (configuration not stated),0.5,-2,-35,16,2,19,0,-6,-3
COc1ccc(-c2noc(CN(C(=O)c3cccs3)C(C)C)n2)cc1,-1.6,4,11,23,-4,-26,2,-2,7
Cc1ccccc1N=C(NOCc1ccc(Cl)cc1Cl)c1nonc1N,-1.8,·,-6,-11,4,-10,2,14,-3
CCOC(=O)C(C)CC(C)C(=O)N1CCOCCOCCN(C(=O)C(C)CC(C)C(=O)OCC)CCOCC1 (configuration not stated),0.34,-10,9,-2,5,-3,-2,-7,-2
O=[N+]([O-])c1nn(-c2ccc3c(c2)OCCO3)n(O)c1=NC1CCCC1,-2.1,-11,-22,10,7,-4,1,-3,-8
CCC(C)NS(=O)(=O)c1ccc(NS(=O)(=O)c2ccc(F)cc2)cc1 (configuration not stated),0.35,8,-19,-1,14,·,-4,-9,-11
Cc1ccc2nc(CCc3nc4ccc(C)cc4o3)oc2c1,0.46,-7,-35,-55,6,?,-7,6,-8
Cc1ccccc1P(=O)(CO)c1ccccc1C,-0.11,0,-12,-4,8,2,0,0,-9
COc1ccc(N2CCN(c3oc(Cc4cccc5ccccc45)nc3C#N)CC2)cc1,0.95,-13,-15,0,4,-14,-4,-1,-2
Cc1ccc(OCC(=O)N/N=C/c2ccc([N+](=O)[O-])o2)cc1,1.8,-6,2,12,-10,19,0,·,7
O=C(CN1C(=O)CSc2ccccc21)NCCC1=CCCCC1,-0.02,-3,-16,13,-10,-13,0,0[fluorescence artefact?],6
O=c1[nH]c(CN2CCN(c3ccccc3Cl)CC2)nc2ccsc12,-0.44,0,-6,8,-14,32,2,-6,11
CN1CCN(Cc2nc(N)nc(Nc3ccc4c(c3)OCCO4)n2)CC1,0.53,36,2,-14,-3,-3,5,-8,4
CCOC(=O)c1oc2ccccc2c1NC(=O)CN1CCN(C)CC1,0.4,17,-4,10,3,4,3,-2,-4
COc1ccccc1-c1nnc(SCC(=O)N2CCOCC2)n1-c1ccccc1,0.42,4,1,3,7,0,3,-1,-4
Cc1ccccc1NC(=O)C(C)c1ccc(-c2ccccc2)c(F)c1 (configuration not stated),-2.7,-15,0,0,-2,-1,1,·,0
O=C(Nc1ccc(N2CCOCC2)cc1N1CCOCC1)c1ccc([N+](=O)[O-])cc1,0.87,-13,-16,6,-7,-41,-4,·,5
Cc1ccc(C)c2[nH]c(=O)c(C(c3nnnn3C3CCCC3)N3CCOCC3)cc12 (configuration not stated),-0.02,-78,-57,-3,4,·,-5,2,-5
# Carrying on.
SMILES,Pyk2 oligo antag,HUVEC tox IL1B,HUVEC tox TNFa,VCAM1 TNFa inh,LYP inh 2,F-actin modifier,FAK inh,ERa SRC1 inh,PTPN22 act
C=CCNC(=S)NNC(=O)c1ccc(OCCCC)cc1,0.6,35,-5,-8,-23,0,-2,-16,23
Cc1cc(Br)ccc1NC(=O)CNC(=O)CN(C)Cc1nc2ccccc2c(=O)[nH]1,0.17,-26,6,-4,-3,59,1,-7,4
CCOC(=O)Cc1csc(NC(=O)C2CCCCC2C(=O)O)n1 (configuration not stated),0.32,-3,-13,1,0,12,-1,8,1
COC(=O)[C@H](CC(C)C)NC(=O)N1CCN(c2cccc(C(F)(F)F)c2)CC1,0.5,-7,5,-5,6,-2,0,-18,-6
Cc1nc2ccccc2c2nc3ccccc3n12,0,2,-8,21,-12,-11,2,-1,13
COC1(OC)N=C(N)C2(C#N)C(c3ccccc3)NC(C)=CC12C#N (configuration not stated),0.71,-6,-2,-7,3,-5,6,-8,0
COc1ccccc1N1CCN(C(=O)Cn2nc(C(F)(F)F)c3c2CCC3)CC1,2.6,13,-26,6,10,-1,-1,-25,-10
O=C(NCc1ccncc1)c1ccc(Cl)c(S(=O)(=O)N2CCOCC2)c1,-0.36,-20,37,18,10,·,7,-16,-13
Cc1csc(NC(=O)C(CC(C)C)NS(=O)(=O)c2ccc3c(c2)oc(=O)n3C)n1 (configuration not stated),·,6,-14,-1,-2,-11,-2,-3,-1
COc1ccc2[nH]c(C)c(CCN(Cc3cccs3)C(=S)Nc3ccccc3)c2c1,·,5,-27,11,0,-2,-3,0,-2
CCCCOc1ccccc1C1C(C(N)=O)=C(C)Nc2nnnn21 (configuration not stated),0.27,7,4,0,-7,-6,0,-32,5
CC1=Nn2c(nc(-c3ccccc3)c2-c2ccccc2)NC(=O)C1Br (configuration not stated),-0.4,2,-26,5,6,-28,-2,24[fluorescence artefact?],-4
COc1ccc2nc(NC(=O)CN(C)S(=O)(=O)c3cccs3)sc2c1,0.14,4,4,-19,-11,-4,6,·,8
COCCOC(=O)C1=C(C)N(Cc2ccccc2)C(=O)NC1c1cccc(OC)c1OC (configuration not stated),-0.1,-24,-2,14,9,-2,0,-6,-9
CN(C)CCCNc1c(C(=O)O)cnc2c1cnn2C,·,-1,-14,17,3,12,-2,·,1
CC(=O)NCC(=O)NC(Cc1ccccc1)C(N)=O (configuration not stated),-0.46,26,·,3,-10,-3,-1,-8,9
CCOc1ccccc1-n1c(SCC(=O)NC(C)(C)C)nnc1-c1ccoc1C,0.39,9,-8,-2,-7,7,3,2[fluorescence artefact?],6
CCOC(=O)C1=C(NC(=S)NC(=O)c2ccccc2)c2ccccc2CC1C(C)C (configuration not stated),-1.2,-11,0,-2,6,2,3,·,-2
O=C1c2ccccc2C(Nc2ccc(Cl)cn2)N1Cc1ccccc1 (configuration not stated),·,10,-24,9,-2,9,9,·,-1
COc1ccc(C(=O)Nc2ccc(Cl)cc2C(=O)NCc2ccco2)cc1,-2.9,7,18,7,-4,-26,-25,3[fluorescence artefact?],3
CCCCCOC(=O)Cn1c(N2CCOCC2)nc2c1c(=O)[nH]c(=O)n2C,-1.6,16,-25,9,0,12,1,4[fluorescence artefact?],0
Cc1cc(Cl)ccc1OCCCC(=O)NCC1CCCO1 (configuration not stated),0.54,2,-10,-5,6,2,1,-8,-4
CC(C)OC(=O)C1C2C=CC3(CN(CC4CCCO4)C(=O)C13)O2 (configuration not stated),-0.09,-41,·,·,-4,·,-2,-21,3
